Screening results deposited in PubChem BioAssay by Broad Institute.
CAL PDZ FP-1 = untagged CAL PDZ binding inhibitors, primary screen, biochemical, fluorescence polarization, HTS. Golgi-associated PDZ and coiled-coil motif-containing protein (Homo sapiens), Q9HD26. purified CAL PDZ, TMR-peptide fluorescence polarization, 1 h. inhibition, % at 24.9 µM. 0.92% of 300,000 active. AID 602252, 2012;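 active = mean inhibition of at least 30% with at least half of replicates also reaching 30%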;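 note: 0% = DMSO neutral control and 100% = excess unlabeled competitor peptide PRC23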
SR-BI uptake up = activators of SR-BI mediated DiI-HDL uptake, primary screen, ldlA[mSR-BI] CHO cells, DiI fluorescence; activation, % at 12.5 µM; AID 504775, 2011; 0.096% of 320,000 active; 3 h; 100 = double the neutral-control signal;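 active = mean replicate activation of at least 60% and every replicate at or above 60%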;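 note: 0% = median plate neutral-control signal and 100% = twice that signal; values of inactives mirror those of a sister screen read the other way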
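Test system: SR-BI-overexpressing, LDLR-lacking CHO cells. Measured by: DiI fluorescence, bottom read. Medium: Ham's F12 with 0.5% BSA, HEPES 25 mM, pH 7.4. Timing: 3 h uptake period with compound, 37 °C.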
MITF TRPM1 HTS = activators of MITF-driven TRPM1 promoter reporter, primary screen, cell-based, SK-MEL-5, luciferase, single point. AID 588334, 2011. 0.75% of 300,000 active. SK-MEL-5 TRPM1-promoter luciferase, 24 h; % of positive control, neutral wells = 0. activation, % at 12.5 µM;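 active = mean activation of at least 80% with every replicate also reaching 80%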;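 note: 0% = neutral control wells and 100% = parthenolide positive control wells; values of inactives mirror those of a sister screen read the other way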
dFosB act = activators of delta FosB homodimer, primary screen, biochemical, fluorescence polarization, TAMRA-CDK5 oligo, single point | purified delta FosB; percent of positive-control signal above neutral wells | AID 493131, 2011 | Protein FosB (Mus musculus), P13346 | 0.99% of 340,000 active | activation, % at 25 µM;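 active = mean activation above about 17%, with every replicate also reaching it, limit read from the data, passing the limit was not always enough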;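 note: fluorescence polarization rise as delta FosB binds a TAMRA Cdk5 AP-1 oligo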
PfHsp90 yeast 2 = growth inhibition of PfHsp90-expressing yeast, primary screen, antimalarial PfHsp90 inhibitor project, S. cerevisiae, BacTiter-Glo luminescence, single point, set 2; BacTiter-Glo ATP, 48 h; yeast lacking PDR1 and PDR3 efflux regulators; inhibition, % at 9.4 µM; 0.32% of 310,000 active;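 active = every replicate shows inhibition above about 80%, whatever the replicate mean, limit read from the data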;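 note: 0% = DMSO neutral controls and 100% = 20 µM radicicol positive controls; yeast relying on Plasmodium falciparum Hsp90 in place of its own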
NSD2 HMT inh = NSD2 histone methyltransferase inhibitors, primary screen, biochemical, AlphaScreen, single concentration, set 2; Histone-lysine N-methyltransferase NSD2 (Homo sapiens), O96028; NSD2 peptide methylation, 120 min; inhibition, % at 12.5 µM; 0.54% of 310,000 active; AID 743445, 2014; in the data active = inhibition above about 50%
CAL PDZ FP-2 = CAL PDZ peptide-binding inhibitors, primary screen, biochemical, fluorescence polarization, Cer-tagged CAL PDZ, HTS; Golgi-associated PDZ and coiled-coil motif-containing protein (Homo sapiens), Q9HD26; purified CAL PDZ, TMR-peptide fluorescence polarization, 1 h; inhibition, % at 20 µM; 0.02% of 330,000 active; AID 504414, 2011;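 active = highest replicate inhibition of at least 40%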;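 note: plate controls were DMSO neutral control wells for no effect and unlabeled competitor peptide control wells for full effect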
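Material – purified CerCALP PDZ construct · Detection – FP readout, S and P plane fluorescence · Measure – percent inhibition from loss of millipolarization · Controls – unlabelled peptide for full inhibition, DMSO wells as neutral · Probe or stimulus – TMR-labelled reporter peptide T*-PRC34 bound in PDZ groove · Times – 1 h at RT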
SR-BI DiI inh = inhibitors of SR-BI mediated HDL lipid uptake, primary screen, ldlA[mSR-BI] cells, fluorescence, single point | ldlA[mSR-BI] CHO cells, DiI-HDL uptake fluorescence, 3 h | Scavenger receptor class B member 1 (Mus musculus), Q61009 | inhibition, % at 12.5 µM | 0.96% of 320,000 active;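 active = mean replicate inhibition of at least 70% and a set share of replicates each scoring 70 or more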;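 note: 0% = median of neutral control wells and 100% = median of positive control wells; values of inactives mirror those of a sister screen read the other way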
Target sequence (Q61009 whole entry, looked up): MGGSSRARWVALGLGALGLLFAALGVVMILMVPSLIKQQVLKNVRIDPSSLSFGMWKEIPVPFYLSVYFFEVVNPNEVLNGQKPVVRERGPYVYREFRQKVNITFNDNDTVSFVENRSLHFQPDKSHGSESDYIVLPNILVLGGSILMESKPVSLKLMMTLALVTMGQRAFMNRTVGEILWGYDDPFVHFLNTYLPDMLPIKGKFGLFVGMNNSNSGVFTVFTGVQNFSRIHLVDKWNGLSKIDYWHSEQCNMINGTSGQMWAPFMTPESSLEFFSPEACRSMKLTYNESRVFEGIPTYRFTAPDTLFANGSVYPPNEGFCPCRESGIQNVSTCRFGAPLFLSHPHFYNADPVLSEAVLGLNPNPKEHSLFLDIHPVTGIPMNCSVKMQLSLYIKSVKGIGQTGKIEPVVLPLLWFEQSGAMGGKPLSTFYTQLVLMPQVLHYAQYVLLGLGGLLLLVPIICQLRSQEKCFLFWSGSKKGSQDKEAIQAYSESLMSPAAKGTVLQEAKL
Rtt109 Vps75 = inhibitors of C. albicans Rtt109/Vps75 HAT, primary screen, biochemical, ThioGlo CoA-SH fluorescence, plate reader; 0.16% of 330,000 active; inhibition, % at 34.9 µM; purified Rtt109/Vps75, 4 h; AID 540336, 2011;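 active = inhibition of at least 50% in every replicate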
Target sequence (Q5AAJ8 whole entry, looked up): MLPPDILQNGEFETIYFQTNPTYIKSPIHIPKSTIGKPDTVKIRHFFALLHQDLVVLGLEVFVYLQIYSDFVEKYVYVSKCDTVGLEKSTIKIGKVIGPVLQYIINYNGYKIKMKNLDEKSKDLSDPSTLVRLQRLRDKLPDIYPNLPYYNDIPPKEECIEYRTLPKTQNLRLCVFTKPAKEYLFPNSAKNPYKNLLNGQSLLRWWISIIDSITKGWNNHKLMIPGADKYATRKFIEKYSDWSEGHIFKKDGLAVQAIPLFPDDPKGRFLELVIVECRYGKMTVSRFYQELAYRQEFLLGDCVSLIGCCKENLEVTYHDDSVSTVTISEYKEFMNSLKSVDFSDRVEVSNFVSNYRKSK
PvdQ acylase = P. aeruginosa PvdQ acylase inhibitors, primary screen, biochemical, fluorescence, plate reader and imaging, single point; inhibition, % at 10 µM; purified PvdQ acylase; 0.063% of 340,000 active; in the data active = inhibition above about 30%, passing the limit was not always enough;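 note: 0% = vehicle neutral wells and 100% = reference inhibitor wells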
Active calls of the source: *; · = no result given.

Compound	PvdQ acylase	Rtt109 Vps75	SR-BI DiI inh	SR-BI uptake up	CAL PDZ FP-2	PfHsp90 yeast 2	CAL PDZ FP-1	dFosB act	NSD2 HMT inh	MITF TRPM1 HTS
CC(=O)Nc1ccc(C(=O)NNC(=O)CCc2ccccc2)cc1	-15	-4	-9	9	0.0	18	-3	0	-2	-3
CN(Cc1ccccc1)C(=O)Cn1nc(C(F)(F)F)c2c1CCC2	-12	-5	13	-13	-2.0	-35	-3	-4	-1	·
CN1C(=O)NC(c2ccc(Cl)cc2)C2=C1CC(C)(C)CC2=O (stereo unspecified)	-15	-3	·	·	-0.5	-32	-1	-1	-1	-3
CCOC(=O)c1ccc(OCc2c(C)noc2C)cc1	-13	2	11	-11	-2.4	-25	3	2	-1	0
CC(C)(C)n1cnc2cc(NCc3cccs3)ccc21	5	8	7	-7	1.2	1	3	1	0	63
Cc1cc(Nc2ccccc2Cl)c2ccccc2n1	7	·	-14	14	-1.7	13	-7	-9	-1	·
COc1ccc(-c2cc(-c3nnc(COC(=O)CC4CCCC4)o3)c3ccccc3n2)cc1OC	5	1	43	-43	-2.4	-5	-3	-10	-5	21
CN(C)Cc1nc2ccccc2c(=O)n1CC(=O)Nc1cccc(S(=O)(=O)N2CCOCC2)c1	20	-2	-9	9	0.3	-2	-2	-6	1	0
C/C(=N\Nc1nc2ccccc2[nH]1)c1ccc([N+](=O)[O-])cc1	-3	-21	26	-26	0.2	4	3	21*	·	8
CN(CC(=O)Nc1ccc(N2CCOCC2)cc1)C(=O)Cc1ccccc1	-17	9	-19	19	-6.8	30	·	0	0	-2
Cc1c(N=C2NC(=O)C(CC(=O)Nc3ccccc3)S2)c(=O)n(-c2ccccc2)n1C (stereo unspecified)	-19	-14	-8	8	-0.4	-1	0	-4	-8	-7
Cc1ccc(Cl)cc1NC(=S)N(Cc1cccs1)C1CCCC1	-6	-1	1	-1	-1.5	·	-6	-10	-4	-4
O=C(NC(=S)Nc1ccccc1N1CCOCC1)c1ccco1	-10	5	12	-12	-2.5	-16	-5	2	0	1
COc1cc(OC)cc(C(=O)NNC(=O)c2ccc(S(=O)(=O)N(C)c3ccccc3OC)cc2)c1	-6	7	44	-44	-1.3	-5	0	-5	2	9
Cc1ccc(-c2nc(CS(=O)CC(=O)NC3CCCCC3)c(C)o2)cc1 (stereo unspecified)	-12	-13	6	-6	-2.3	-8	-1	-14	2	-4
COc1ccc(C(=O)OCC(=O)Nc2cccc(C(C)=O)c2)cc1OC	-16	1	2	-2	-1.2	11	1	-4	2	-1
O=[N+]([O-])c1ccc(Cl)c(NC(=S)N2CCCC2)c1	-11	-3	·	·	0.0	-6	0	6	3	33
O=C(Cc1cccs1)NCc1cccc(Cl)c1	0	3	-8	8	-0.9	-85	-4	-3	-2	61
CC(C)=Cc1oc2ccc([N+](=O)[O-])cc2c1N1CC(C)OC(C)C1 (stereo unspecified)	-13	-2	42	-42	-2.2	-1	0	-6	0	-10
Cc1cc(C(=O)COC(=O)c2ccc3c(c2)NC(=O)CS3)c(C)n1CC1CCCO1 (stereo unspecified)	-8	11	39	-39	-1.2	-2	-4	-5	4	24
Cc1ccc(OCCC(=O)OCC(=O)Nc2ccc3c(c2)OCO3)cc1	-9	0	-13	13	-1.0	16	-1	-7	-4	2
CCCC(=O)Nc1ccccc1-c1nnc(SC)[nH]c1=O	2	-9	-19	19	-0.9	-15	·	4	·	·
O=C(NCCOc1ccccc1)c1cc2ccccc2o1	-9	-9	-9	9	0.7	14	-4	-4	-3	102*
COc1cc(OC)c(C=NNC(=S)NC23CC4CC(CC(C4)C2)C3)c(OC)c1	9	-4	29	-29	-0.7	-11	-3	-19	0	-18
CCOc1ccc(N2C(=O)CN(CC(=O)OC)C2=S)cc1	-10	3	17	-17	-1.4	-98	-4	2	-1	2
O=C(CN1N=C(c2ccc(Cl)cc2)CCC1=O)NCCN1CCc2ccccc2C1	-17	1	·	·	-1.4	11	-1	-4	0	-11
COc1cc(C2Nc3ccccc3C(=O)N2c2ccccc2OC)ccc1O (stereo unspecified)	-6	1	8	-8	-1.4	-3	-2	-1	-1	14
O=C(CN1C(=O)NC2(CCOc3ccccc32)C1=O)Nc1ccc2c(c1)OCCO2 (stereo unspecified)	-8	-4	-11	11	-3.2	-20	-2	-2	3	5
COc1ccc(-c2sc(Nc3ccc(F)c(F)c3F)nc2CCC(=O)NN)cc1	-14	-13	38	-38	-0.4	-12	-6	-4	4	30
COc1ccc(S(=O)(=O)N2CCN(CCC(=O)Nc3ccccc3F)CC2)cc1	-3	-4	4	-4	-3.0	-24	0	-11	-4	4
Cc1ccc(Cn2ccc(NC(=O)c3cc(C)on3)n2)cc1	-9	-1	-14	14	-0.9	·	-3	5	1	·
Cc1cc(Cl)c(S(=O)(=O)NC(C(=O)O)C(C)C)cc1OCC(=O)NC1CCCCC1 (stereo unspecified)	-18	-20	-22	22	-0.2	·	-2	-3	1	4
Cc1nn(C)cc1C(=O)NNC(=S)Nc1ccc(Cl)cc1	-1	5	-10	10	0.1	14	3	1	0	-13
Cc1ccc(N(CC(=O)Nc2ccc(-c3nc4ccc(C)cc4s3)cc2)S(C)(=O)=O)cc1	-12	0	70	-70	-0.6	-9	-3	-8	1	49
Cc1cccc(NC(=O)Cn2cnc3c(oc4ccccc43)c2=O)c1	-3	-13	-22	22	-2.1	4	-3	8	1	-11
CCOc1ccccc1OCC(=O)Nc1ccc(S(=O)(=O)N(C)C)cc1	7	25	8	-8	0.2	-18	-4	-6	1	-4
COC(=O)C(Cc1c[nH]c2ccccc12)NC(=O)CNC(C)=O (stereo unspecified)	-1	-5	-16	16	-1.6	14	-6	6	·	6
CCCc1sc(N2CCCC(C(N)=O)C2)nc1-c1ccccc1 (stereo unspecified)	2	-5	-15	15	-1.7	15	-2	-5	-1	-1
COc1ccc(S(=O)(=O)N2CCCOC2CNC(=O)C(=O)NCc2ccccc2F)cc1C (stereo unspecified)	-2	2	5	-5	-1.2	-1	3	-1	1	-4
CSc1nnc(SCC2=NNC(=O)SC2)s1	-10	-14	-14	14	-2.8	1	1	4	0	1
Cc1ccccc1-c1nnc(-c2ccc(Br)cc2)o1	-1	-7	7	-7	-1.4	·	-2	-2	-7	·
NC(=O)c1cc(S(=O)(=O)N2CCOCC2)cs1	-2	-3	-11	11	-1.7	-2	-4	1	-2	7
CCOc1ccc(CCNC(=O)COC(=O)/C=C/c2ccc(OC(F)F)c(OC)c2)cc1OCC	-9	-8	33	-33	-3.1	·	-2	-8	8	-7
C=CCN1c2ccccc2[C@]23C[C@@H](C(=O)OC)N(C(C)=O)C2=NC(C(=O)OC)=C(C(=O)OC)[C@H]13	-12	-3	11	-11	-0.2	-7	6	-1	·	-6
CCCCN1C(=O)C(=O)N(CC(=O)N2CCN(c3ccccc3)CC2)C1=O	-3	-7	-12	12	-2.4	1	-4	7	4	2
Cc1nc2sc(C(c3cccs3)N3CCC(C(N)=O)CC3)c(O)n2n1 (stereo unspecified)	-10	-2	-12	12	0.8	12	-1	0	·	·
CC(C)(C)c1nc(SCC(=O)NCc2cccs2)c2ccccc2n1	-14	-1	-11	11	-2.2	-27	-2	2	-5	1
O=C1Nc2ccccc2N(O)N1c1cc(-c2ccc(Cl)cc2)[nH]n1	-14	-5	-8	8	-3.3	-20	9	-2	-2	-2
CCc1ccc(NC(=O)CSc2nnc(CNC(=O)c3c(F)cccc3Cl)o2)cc1	-20	4	-1	1	-0.1	-8	-1	-13	·	-5
O=C(CN1CCC(Cc2ccccc2)CC1)NC(=O)NCc1ccccc1	-3	-1	-38	38	-3.2	32	0	3	-4	-5
O=Nc1ccc(O)c2ncccc12	0	5	·	·	-1.1	7	3	3	64*	-39
N#Cc1c(-c2ccccc2)nc(N2CCCCCC2)[nH]c1=O	-6	-8	-25	25	-0.2	-5	·	-2	-2	-4
CCOC(=O)C1CCCN(C(=O)c2cc(S(=O)(=O)N3CCCCCC3)ccc2OC)C1 (stereo unspecified)	-6	2	-13	13	0.5	-6	6	-5	-5	-9
CCOc1ccc(N(C)S(=O)(=O)c2ccc(C)c(C(=O)Nc3nnc(C4CC4)s3)c2)cc1	-9	-2	18	-18	-0.2	10	-1	-14	7	5
Nc1ccc(C(=O)OCc2nc3cc4ccccc4cc3[nH]2)cc1	-14	6	20	-20	-0.6	-40	·	-3	-3	9
c1ccc(OCCN2C3=NCCN3c3ccccc32)cc1	-9	1	-40	40	·	7	-1	-4	8	6
CC1=C(C(=O)OCCOC(C)C)C(c2cccc3ccccc23)NC(=O)N1 (stereo unspecified)	-2	-9	-4	4	-0.8	17	-2	-3	1	-12
COc1cc(Cl)c(C)cc1NC(=O)CN1CCN(C(=O)C2CC2)CC1	-14	2	24	-24	-0.8	-20	·	-12	-2	-2
Cc1ccc(Oc2ncccc2NC(=O)CC(CC(=O)O)c2ccccc2)c2c1CCC2 (stereo unspecified)	-17	4	4	-4	-2.0	-8	-2	-3	-1	-15

The order is random; 4.3% or so of the library scored in one or more.
